Screening results as filed in PubChem BioAssay.
ABCG2 inh = blocks JC-1 efflux by human ABCG2 transporter; IgMXP3 cells, flow cytometry; actives 0.1% (n = 190,000); Q9UNQ0; inhibition, % at 6.6 µM;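 active means inhibition above 80%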;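 further: 0% = DMSO and 100% = nicardipine control wells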
Target sequence (Q9UNQ0 whole entry, looked up): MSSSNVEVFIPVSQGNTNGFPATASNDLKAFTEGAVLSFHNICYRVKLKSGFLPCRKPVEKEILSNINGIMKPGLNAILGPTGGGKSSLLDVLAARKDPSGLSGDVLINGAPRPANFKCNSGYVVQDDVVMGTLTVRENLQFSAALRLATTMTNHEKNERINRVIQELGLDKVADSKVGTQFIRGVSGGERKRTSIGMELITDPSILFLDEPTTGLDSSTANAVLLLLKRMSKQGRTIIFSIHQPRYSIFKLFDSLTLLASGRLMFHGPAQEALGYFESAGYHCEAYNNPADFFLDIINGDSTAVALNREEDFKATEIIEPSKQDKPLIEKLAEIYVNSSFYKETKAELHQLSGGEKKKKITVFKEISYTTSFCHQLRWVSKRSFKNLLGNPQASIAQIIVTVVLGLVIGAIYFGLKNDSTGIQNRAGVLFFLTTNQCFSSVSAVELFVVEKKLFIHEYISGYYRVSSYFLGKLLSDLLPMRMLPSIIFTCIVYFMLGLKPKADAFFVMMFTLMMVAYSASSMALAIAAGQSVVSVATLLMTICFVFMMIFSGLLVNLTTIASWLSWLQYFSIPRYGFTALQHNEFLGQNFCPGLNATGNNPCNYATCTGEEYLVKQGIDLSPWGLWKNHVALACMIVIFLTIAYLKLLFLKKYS
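Test system: ABCG2 IgMXP3 and barcoded ABCB1 CCRF-Adr cell mix; Schedule: cells with compound and JC-1, 10 min at 25 °C, rotating, no wash; Technique: flow cytometry of retained JC-1 fluorescence; Measure: % inhibition of efflux relative to nicardipine and DMSO; Controls: nicardipine high and DMSO low controls.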
Mcl1-Noxa inh = disrupts binding of human Mcl-1 to Noxa peptide; TR-FRET Mcl-1/Noxa peptide binding, 2 h; inhibition, % at 21.7 µM; actives 1.5% (n = 220,000);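 active means compounds that cut the protein-peptide binding signal by more than 50% relative to plate controls in a single-dose test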;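 further: His-tagged Mcl-1 with rhodamine Noxa BH3 peptide and terbium anti-His antibody; 0% = Mcl-1 plus Noxa peptide wells and 100% = peptide-only wells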
Avidin bead fluor = compound fluoresces at 488/530 nm on avidin beads. AID 1775. compound fluorescence 488/530 nm, flow cytometry; hits give high values. actives 0.38% (n = 220,000). fluorescence (KMESF) at 10 µM; in the data active means fluorescence above about 47; further: inactives centre near 10
RGS8-Gao = modulates binding of RGS8 to human Galphao | multiplexed bead flow cytometry; actives lie on both sides | response (percent of control binding), % at 10 µM | P09471 | actives 0.34% (n = 220,000); in the data active means response below about 60% or above about 140%; inactive means in between;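 further: Galphao activated as the GDP aluminium fluoride complex binding bead-coupled RGS8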
Target sequence (P09471 whole entry, looked up): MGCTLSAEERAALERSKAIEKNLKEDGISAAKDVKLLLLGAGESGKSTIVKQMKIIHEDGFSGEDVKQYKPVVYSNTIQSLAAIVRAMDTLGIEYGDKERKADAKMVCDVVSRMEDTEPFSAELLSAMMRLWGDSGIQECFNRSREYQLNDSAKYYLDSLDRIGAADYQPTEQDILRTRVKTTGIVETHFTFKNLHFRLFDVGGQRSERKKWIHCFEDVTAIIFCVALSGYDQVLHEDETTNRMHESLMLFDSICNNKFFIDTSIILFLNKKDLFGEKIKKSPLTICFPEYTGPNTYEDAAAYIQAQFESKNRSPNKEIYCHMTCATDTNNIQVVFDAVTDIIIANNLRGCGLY
ABCB1 block = blocks JC-1 efflux by human ABCB1 transporter | P08183 | CCRF-Adr cells, flow cytometry | inhibition, % at 6.6 µM | actives 0.067% (n = 190,000); in the data active means inhibition above about 40%;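 further: 0% = vehicle and 100% = reference inhibitor; higher value means more JC-1 retained so stronger ABCB1 efflux block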
Mcl1 Bid PPI = Mcl-1/Bid interaction inhibition. Q07820. TR-FRET Mcl-1/Bid-Dy647 peptide binding, 1536-well. inhibition, % at 21.7 µM. actives 0.97% (n = 220,000). AID 1021;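 active means compounds that cut the binding signal by more than half at the single screening dose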;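 further: His-tagged Mcl-1 with europium anti-His antibody binding Bid BH3 peptide; 0% = Mcl-1 plus peptide wells and 100% = peptide-only wells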
Pf gamet viab = inhibitors of late stage P. falciparum gametocyte viability; P. falciparum stage V gametocytes, ATP luminescence, 24 h; actives 0.065% (n = 150,000); inhibition, % at 10.9 µM;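 active means inhibition above the mean plus 3 SD of compounds within the control limits, set per campaign, cut at about 38% in these data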;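 further: 0% = DMSO wells and 100% = medium only without gametocytes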
RGS4-Gao reg = modulates binding of RGS4 to human Galphao. binding response (% of control), % at 10 µM. Multiplexed bead flow cytometry; actives lie on both sides. AID 1415. P09471. actives 0.33% (n = 220,000); in the data active means binding response below about 49% or above about 150%; inactive means in between;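 further: fluorescent Galphao activated with aluminum fluoride binding bead-coupled RGS4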
Bim-Mcl-1 = disrupts Bim peptide binding to human Mcl-1 | actives 0.1% (n = 190,000) | AID 1009 | inhibition, % at 10 µM | Bead-based flow cytometry, Bim peptide-Mcl-1 binding | Q07820; in the data active means inhibition above about 40%;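 further: 0% = no compound tracer wells and 100% = peptide blocker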
RGS7-Gao = human RGS7-Galphao interaction regulation | AID 1439 | actives 0.35% (n = 220,000) | Multiplexed bead flow cytometry, RGS7-Galphao binding; actives lie on both sides | binding response (% of control), % at 10 µM | P09471; in the data active means binding response below about 49% or above about 150%; inconclusive means no clear call, values can overlap the other calls; inactive means in between;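 further: fluorescent Galphao held in activated GDP-AlF4 state binding bead-coupled RGS7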
GSH bead fluor = compound fluoresces at 488/530 nm on GSH beads | fluorescence (KMESF) at 10 µM | GSH beads flow cytometry, compound fluorescence 488/530 nm; hits give high values | actives 0.25% (n = 190,000); in the data active means fluorescence above about 89;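 further: glutathione beads carrying GST-tagged Bcl family fusion proteins plus one bare bead set; values are compound well signal with DMSO vehicle wells as background; inactives centre near 16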
An asterisk follows results filed as active; ? = inconclusive; . = no result given. No enrichment for hits; any-hit rate near 3.3%.

Order of values: ABCG2 inh	Mcl1-Noxa inh	Avidin bead fluor	RGS8-Gao	ABCB1 block	Mcl1 Bid PPI	Pf gamet viab	RGS4-Gao reg	Bim-Mcl-1	RGS7-Gao	GSH bead fluor
> O=S(=O)(Nc1ncccn1)c1ccc(NC(=S)Nc2ccc(Cl)cc2)cc1
  .	-3	5	106	.	-24	5	107	.	?	.
> CCc1nnc(NC(=O)C(=O)NCCOC(=O)c2ccccc2Cl)s1
  1	19	12	102	0.2	-13	.	103	-1	100	22
> NC(=O)Cn1nc([N+](=O)[O-])nc1Oc1ccc(Br)cc1
  1	-12	10	96	0.6	22	6	98	-3	99	24
> O=C(CSc1ccccc1)N1CCc2ccccc21
  11	-8	2	81	0.8	-2	9	64	7	69	24
> COC(=O)c1c(C)oc(C)c1S(=O)(=O)N(Cc1ccccc1)C(C)C
  .	14	3	96	.	0	-28	89	.	?	.
> Cc1[nH]c2ccc(C(=O)NCC(C)(C)N3CCOCC3)cc2c1C
  0	20	20	102	-0.1	-46	-27	100	1	99	11
> CN(C)C=NC(=O)c1cc(C(=O)c2ccc(Cl)cc2)c[nH]1
  15	1	17	101	0.5	-11	5	102	1	?	14
> O=C(CCn1nnc(-c2cccs2)n1)NC1CCCCC1
  1	21	13	102	0.1	-14	.	101	0	100	22
> CCOC(=O)C1(CC2CCCCO2)CCN(Cc2cc(F)ccc2-n2cccn2)CC1 (stereo unspecified)
  5	-10	15	108	1.1	-4	.	105	3	105	12
> CC1=C(C(=O)N2CCOCC2)C(c2ccccc2F)NC(=O)N1 (stereo unspecified)
  3	4	10	101	0.2	-15	.	99	1	100	25
> CCOC(=O)c1oc2c(CN3CCCCC3C)c(O)ccc2c(=O)c1-c1ccc(OC)c(OC)c1 (stereo unspecified)
  14	6	13	101	1.7	-7	12	100	-8	102	37
> O=c1ncn(-c2ccccc2F)c2ncccc12
  9	-3	14	100	0.4	-19	0	102	0	101	11
> COc1cc(C2C(C#N)=C(N)Oc3c2c(-c2ccccc2)nn3-c2ccccc2)cc(OC)c1OC (stereo unspecified)
  -4	-6	9	103	0.2	37	.	103	0	104	12
> COc1ccc(C(=O)NNC(=O)c2ccccc2[N+](=O)[O-])cc1[N+](=O)[O-]
  1	26	11	100	0.6	-37	-10	99	-1	96	19
> O=C(CCn1cnc2ccccc21)N/N=C/c1ccccc1O
  3	2	14	87	0.9	-12	6	86	-6	78	8
> CCCCN(C(=O)c1cccc2c(=O)c(C)c(-c3ccccc3)oc12)c1ccccc1
  1	-3	3	102	3.4	-12	-16	100	-1	98	7
> O=C(CSc1nc(O)cc(=O)n1-c1ccccc1)NC1CCCCC1
  2	10	34	102	0.4	-34	0	104	0	102	18
> O=C(COC(=O)C1(c2ccc(Cl)cc2)CCCC1)NCc1ccco1
  9	-11	12	101	1.7	-21	-40	101	-1	?	14
> O=C(c1ccccn1)N1CC=C(c2ccccc2)CC1
  0	7	8	100	0.1	-13	17	96	-2	102	73
> O=C1NC(=O)/C(=C\c2ccccc2OCc2ccccc2)S1
  0	-1	6	99	-1.4	-25	7	98	-3	100	11
> COCCn1c(SCC(=O)Nc2cc(C(C)(C)C)nn2-c2ccccc2)nnc1-c1ccncc1
  0	13	8	101	0.2	-10	-24	99	-4	102	19
> O=C(O)c1ccc(COc2c(F)c(F)cc(F)c2F)o1
  1	.	12	97	0.6	-3	-31	101	-2	101	30
> CN1C(=O)c2ccc(NC(=S)NC(=O)C(C)(C)C)cc2C1=O
  41	26	11	101	0.9	-30	-1	99	-4	96	10
> COc1ccccc1NC(=O)CN1C(=O)NC(CC(C)C)C1=O (stereo unspecified)
  1	14	15	100	0.5	-2	.	99	2	98	29
> Cc1ccc(NC(=O)c2ccc(CSc3nccc(C)n3)cc2)cc1
  27	23	31	100	1.2	-7	.	99	-4	98	24
> Cc1cc(C(=O)NC(=S)Nc2cccc(C(=O)O)c2C)ccc1[N+](=O)[O-]
  0	8	11	105	0.3	-10	4	104	0	100	14
> CC(=O)Nc1ccc(NC(=O)CSc2nnc3c4ccccc4n(C)c3n2)cc1
  0	13	23	107	-0.2	-11	-20	101	0	103	9
> COc1ccc(C(=O)n2cc(C(=O)c3cc(C)ccc3O)cn2)cc1OC
  2	23	2	99	1.5	-42	4	98	-4	98	5
> O=C(CC1C(=O)NCCN1Cc1ccc(F)cc1)NCCOc1cccnc1 (stereo unspecified)
  3	6	8	100	-0.4	-24	-5	96	0	98	16
> COc1ccc(CCNC(=O)c2ccc3nc(-c4ccco4)c(-c4ccco4)nc3c2)cc1OC
  1	99*	6	86	0.3	18	.	95	8	86	15
> Cc1ccc2c(c1)Cc1nc3ccccc3nc1-2
  0	17	23	106	-0.2	-4	.	104	1	107	8
> O=C(O)CC12CC3CC(C1)CC(n1ncc(NCc4ccccc4)c(Cl)c1=O)(C3)C2
  .	7	21	100	.	-72	11	100	.	?	.
> O=C(O)c1ccc(-n2nnnc2SCc2ccccc2F)cc1
  2	17	25	99	0.0	3	.	97	-4	98	15
> O=C(NCc1ccco1)c1ccc(CN2CCOCC2)cc1
  1	-21	7	101	0.4	-64	6	106	0	104	16
> O=C(CCc1nc(-c2ccccc2F)no1)NC1CCCCCC1
  34	7	34	106	-0.1	-11	-6	104	-2	106	19
> CC1=CC(C)(C)NC(=S)N1c1ccc(C)c(C)c1
  2	7	17	104	0.4	-54	15	103	-1	105	15
> CCN(CC)S(=O)(=O)c1ccc(NC(=O)COC(=O)CNS(=O)(=O)/C=C/c2ccccc2)cc1
  -2	10	5	104	-0.3	-11	2	98	-1	96	12
> CC(=O)OCCNc1cc(N2CCN(C)CC2)c2noc3c2c1C(=O)c1ccccc1-3
  19	33	33	98	5.6	-43	.	95	-2	101	13
> CCOC(=O)N1CCN(C(=O)C2CC(=O)N(Cc3ccc(OC)cc3)C2)CC1 (stereo unspecified)
  1	1	5	102	0.3	-13	.	95	-4	97	33
> c1ccc2c(c1)c1ccccc1n2CN1CCOCC1
  0	5	6	102	-0.2	-9	.	102	0	102	18
> CC(C)(OC1OC(CO)C(O)C(O)C1O)[C@H]1Oc2ccc3ccc(=O)oc3c2[C@H]1O (stereo partly specified)
  4	2	10	101	0.7	8	-14	102	-2	105	18
> COc1cccc(NC(=O)CC(c2ccc(OC(C)C)cc2)c2ccccc2OC)c1 (stereo unspecified)
  11	11	5	100	0.4	-3	15	99	-3	97	10
> C=CCN(c1ccccc1OC)S(=O)(=O)c1ccc(Cl)c(C(=O)Nc2ccc(N3CCOCC3)cc2)c1
  3	6	27	107	1.9	-24	14	104	0	104	63
> Cc1ccc(-c2noc(CCC(=O)NC3CCN(Cc4ccccc4)CC3)n2)cc1
  37	10	35	99	3.0	-10	-9	100	-7	98	20
> Clc1ccc(NC2(c3nnnn3C3CCCCC3)CCCCC2)cc1
  25	-15	32	102	2.5	6	-10	100	-6	99	24
> CC(C)N1C(=O)N(c2ccccc2)C(C)(O)CC1(C)C (stereo unspecified)
  4	9	6	106	0.2	-61	-9	102	0	102	11
> S=C(NCCSCc1c(Cl)cccc1Cl)Nc1ccccc1
  3	3	17	98	-0.1	-126	-11	93	-1	97	6
> O=C(O)COc1cccc(NC(=O)C2CCCO2)c1 (stereo unspecified)
  0	-6	5	100	0.1	5	.	99	-1	102	38
> COC(=O)Cc1c[nH]c2cccc(OCC(O)CN(Cc3ccc([N+](=O)[O-])cc3)C(C)(C)C)c12 (stereo unspecified)
  0	15	34	101	0.5	-19	-13	100	0	101	21
> CCOC(=O)C1(Cc2ccc(OC)cc2)CCN(C(=O)c2sc(C)nc2C)CC1
  2	6	12	101	3.2	-1	-22	102	-1	101	16
> OC(C#CCN1CCOCC1)(c1ccccc1)C1CC1 (stereo unspecified)
  1	17	6	101	0.2	-6	.	103	-2	100	43
> CCCCn1nnc(NC(=O)c2ccc(-c3cccc([N+](=O)[O-])c3)o2)n1
  4	11	8	100	0.8	-36	.	100	-2	?	12
> Cn1c(N)c(C(=O)COC(=O)c2cc(-c3ccco3)nc3ccccc23)c(=O)n(C)c1=O
  -1	87*	8	92	-0.2	26	.	94	7	94	10
> CN(/N=C/c1ccc2c(c1)OCO2)c1nc(N2CCOCC2)nc(N2CCOCC2)n1
  3	19	16	100	1.2	-24	5	102	0	101	10
> C#CCOCCOCCOCCNc1nc(N2CCN(C(=O)[C@H](CCCCN)n3cc([C@@H](N)C(C)CC)nn3)CC2)nc(N2CCN(C(=O)[C@H](Cc3ccc(O)cc3)n3cc([C@@H](N)C(C)CC)nn3)CC2)n1 (stereo partly specified)
  1	15	5	102	0.4	0	.	106	2	102	23
> Cc1nn(-c2ccccc2C(F)(F)F)c(=O)c2noc(C)c12
  .	-2	5	89	.	2	-21	92	.	?	.
> O=C(C1CCCCC1)N1CCN(S(=O)(=O)c2ccc(Br)cc2)CC1
  1	-6	13	97	0.5	-18	25	99	-1	95	15
> N#Cc1c(NCCN)nc(-c2ccccc2)c2c1CCCC2
  -4	8	10	99	-4.9	-5	-10	100	0	101	12
> CC1(C)CC(=O)C(N=Nc2cc3c(cc2[N+](=O)[O-])OCCO3)=C(O)C1
  3	9	29	103	1.6	-13	-2	100	-1	99	15
> COc1ccc(S(=O)(=O)N2CCOC2CNC(=O)C(=O)NCCc2c[nH]c3ccccc23)cc1 (stereo unspecified)
  9	-1	7	97	0.3	-14	.	100	-3	98	16

New compounds follow.
Order of values: ABCG2 inh	Mcl1-Noxa inh	Avidin bead fluor	RGS8-Gao	ABCB1 block	Mcl1 Bid PPI	Pf gamet viab	RGS4-Gao reg	Bim-Mcl-1	RGS7-Gao	GSH bead fluor
> Cc1ccc2nc(-c3ccccn3)cc(C(=O)Nc3ccc(S(=O)(=O)N4CCOCC4)cc3)c2c1
  -3	0	8	95	-0.9	-24	4	89	0	92	18
> Cc1ccccc1CC1(CO)CCCN(C(=O)c2cc(-c3ccccc3)no2)C1 (stereo unspecified)
  3	14	12	107	1.0	-4	-4	110	0	104	15
> CC(C)Oc1ccc(C(=O)CCN2CCCCC2)cc1
  -2	18	36	102	0.0	20	.	105	-4	99	26
> Cc1ccc(-c2cc([C@H]3[C@H]4C=CC[C@@H](C)[C@@H]4C(=O)N3Cc3ccccc3)ccc2F)cc1
  .	-6	9	104	.	-29	.	105	.	?	.
> COc1ccc(N(CC(=O)Nc2cccc(C(F)(F)F)c2)S(C)(=O)=O)cc1
  0	11	8	100	0.2	0	8	100	11	99	85
> CSc1nc2ccccc2cc1/C=C(\C#N)c1ccc(Cl)cc1Cl
  1	2	34	100	0.2	-3	3	95	-1	99	8

Reformatted: results already given
Structure	ABCG2 inh	Mcl1-Noxa inh	Avidin bead fluor	RGS8-Gao	ABCB1 block	Mcl1 Bid PPI	Pf gamet viab	RGS4-Gao reg	Bim-Mcl-1	RGS7-Gao	GSH bead fluor
Cc1ccccc1CC1(CO)CCCN(C(=O)c2cc(-c3ccccc3)no2)C1 (stereo unspecified)	3	14	12	107	1.0	-4	-4	110	0	104	15
CC(C)Oc1ccc(C(=O)CCN2CCCCC2)cc1	-2	18	36	102	0.0	20	.	105	-4	99	26
